Screening data as filed in PubChem BioAssay.
Rin1 Abl inh = inhibitors of Rin1-Abl protein binding, primary screen, biochemical, TR-FRET; Tyrosine-protein kinase ABL1 (Homo sapiens) + Ras and Rab interactor 1 (Homo sapiens), …; inhibition, % at 7.35 µM; 360,000 compounds, 0.4% hits; AID 588664, 2011; in the data active = inhibition above about 5%, passing the limit was not always enough
LMPTP block = LMPTP phosphatase inhibitors, primary screen, biochemical, fluorescence intensity, uHTS. Low molecular weight phosphotyrosine protein phosphatase (Homo sapiens), P24666. recombinant LMPTP-A, OMFP fluorogenic substrate. inhibition, % at 20 µM. 360,000 compounds, 0.22% hits. AID 651560, 2012;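 active = compounds that cut the enzyme signal by at least half of the control window in the single-dose screen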;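 also: plate controls were DMSO wells with enzyme plus substrate for no effect and substrate without enzyme for full effect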
Target sequence (P24666 whole entry, looked up): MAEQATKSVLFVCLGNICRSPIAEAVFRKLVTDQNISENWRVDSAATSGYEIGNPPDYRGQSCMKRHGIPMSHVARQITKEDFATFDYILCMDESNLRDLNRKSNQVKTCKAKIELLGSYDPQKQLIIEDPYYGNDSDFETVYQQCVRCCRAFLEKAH
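Test system: LMPTP-A phosphatase enzyme. Amount: LMPTP-A at 0.625 nM final in the reaction. Reagent: OMFP substrate, 400 µM final. Times: 50 min at room temperature. Signal: endpoint fluorescence intensity from OMFP dephosphorylation. Read-out basis: % inhibition. Benchmarks: no-enzyme and uninhibited controls.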
DNMT1 block = human DNMT1 methyltransferase inhibitors, primary screen, biochemical, molecular beacon, fluorescence, HinP1I cleavage, uHTS; AID 588458, 2011; DNA (cytosine-5)-methyltransferase 1 (Homo sapiens), P26358; 360,000 compounds, 0.83% hits; inhibition (reported as % activation of signal), % at 10 µM; in the data active = inhibition above about 50%
STEP block = STEP phosphatase inhibitors, primary screen, biochemical, fluorescence intensity, uHTS; Tyrosine-protein phosphatase non-receptor type 5 (Homo sapiens), P54829; recombinant STEP, OMFP fluorogenic substrate; inhibition, % at 20 µM; 360,000 compounds, 0.25% hits; AID 588621, 2011;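 active = inhibition at 20 µM, scaled per plate between control wells, above about 37%, limit read from the data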;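 also: 0% = DMSO with enzyme and substrate and 100% = substrate only without enzyme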
Target sequence (P54829 whole entry, looked up): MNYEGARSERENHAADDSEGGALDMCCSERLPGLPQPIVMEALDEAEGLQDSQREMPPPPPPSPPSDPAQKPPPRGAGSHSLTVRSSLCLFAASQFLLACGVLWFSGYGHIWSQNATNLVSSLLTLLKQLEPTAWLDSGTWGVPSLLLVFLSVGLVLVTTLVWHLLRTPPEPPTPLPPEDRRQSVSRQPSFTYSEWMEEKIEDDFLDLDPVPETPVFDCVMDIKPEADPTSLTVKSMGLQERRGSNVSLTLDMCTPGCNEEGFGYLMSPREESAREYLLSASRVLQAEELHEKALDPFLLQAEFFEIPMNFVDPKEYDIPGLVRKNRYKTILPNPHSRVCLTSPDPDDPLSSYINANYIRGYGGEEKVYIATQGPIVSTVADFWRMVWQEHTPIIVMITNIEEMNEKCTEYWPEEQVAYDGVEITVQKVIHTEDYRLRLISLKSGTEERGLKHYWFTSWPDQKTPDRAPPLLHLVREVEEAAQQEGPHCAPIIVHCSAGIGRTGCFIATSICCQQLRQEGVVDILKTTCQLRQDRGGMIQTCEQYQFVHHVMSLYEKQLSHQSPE
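System: STEP (striatal-enriched tyrosine phosphatase) enzyme, cell-free; medium: Bis-Tris pH 6.0 buffer with DTT, detergent; dosing: 20 µM, 1% DMSO; times: reaction 20 min, ambient temperature; detection: fluorescence, 480/540 nm; read-out basis: normalized % inhibition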
Neddylation inh = inhibitors of cullin neddylation, primary screen, biochemical, TR-FRET, uHTS, NAE and Ubc12 | calls only at 25 µM | 360,000 compounds, 0.58% hits | NEDD8-conjugating enzyme Ubc12 (Homo sapiens) + NEDD8-activating enzyme E1 regulatory …; in the data active = inhibition above about 36%
CSN inh = inhibitors of CSN-mediated cullin deneddylation, primary screen, biochemical, fluorescence polarization, uHTS; COP9 signalosome complex subunit 5 (Homo sapiens), Q92905; Purified CSN, SCF-Nedd8-OG deneddylation; inhibition, % at 12.5 µM; 360,000 compounds, 0.38% hits;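 active = pattern-corrected inhibition above about 35%, with an unprinted fluorescence ratio check between 0.5 and 1.5, limit read from the data, passing the limit was not always enough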;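 also: 0% = enzyme with substrate and 100% = substrate without enzyme; some results filed as inactive read as strong as hits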
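Test system: Human Csn5 produced in HEK293T cells | Compound: 12.5 µM single point | Times: 90 min, room temperature | Signal: Fluorescence polarization readout | Read-out basis: % inhibition of substrate cleavage by Csn5 | Controls: no-enzyme wells high, enzyme-with-substrate wells low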
NadD block = inhibitors of S. aureus NadD, primary screen, biochemical, colorimetric, uHTS; purified NadD enzyme, colorimetric absorbance read-out; 360,000 compounds, 0.78% hits; inhibition, % at 20 µM; AID 602399, 2012; in the data active = inhibition above about 26%; also: some compounds past the cut are filed as inactive
Scp-1 inhibitor = Scp-1 phosphatase inhibitors, primary screen, biochemical, colorimetric, uHTS; Recombinant Scp1, phosphopeptide, malachite green phosphate absorbance; inhibition, % at 20 µM; 340,000 compounds, 0.88% hits;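 active = inhibition above about 50% at 20 µM, limit read from the data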;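 also: plate controls were DMSO wells with enzyme for no effect and wells lacking enzyme for full effect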
Target sequence (Q9GZU7 76-261 limits assumed): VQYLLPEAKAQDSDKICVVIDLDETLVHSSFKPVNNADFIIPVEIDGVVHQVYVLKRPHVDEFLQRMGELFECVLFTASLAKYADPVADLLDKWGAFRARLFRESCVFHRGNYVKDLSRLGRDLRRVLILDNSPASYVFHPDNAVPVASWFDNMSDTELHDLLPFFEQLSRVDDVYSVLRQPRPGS
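Test system – truncated SCP-1 phosphatase (76-261aa) · Reagent – Phosphorylated 17-residue peptide substrate · Incubation – 45 min room-temperature reaction, 5 min colour, 30 min stabiliser · Detection – colorimetric phosphate reagent with accelerator and stabiliser, absorbance at 630 nm · Measure – % inhibition at 20 µM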
SUMO1-SIM PPI = modulators of SUMO1 protein-protein interactions, primary screen, biochemical, uHTS. Small ubiquitin-related modifier 1 (Homo sapiens), P63165. SUMO1 binding to a labelled peptide, TR-FRET, 1 h. inhibition, % at 20 µM. 360,000 compounds, 0.33% hits; in the data active = inhibition above about 37%
Target sequence (P63165 whole entry, looked up): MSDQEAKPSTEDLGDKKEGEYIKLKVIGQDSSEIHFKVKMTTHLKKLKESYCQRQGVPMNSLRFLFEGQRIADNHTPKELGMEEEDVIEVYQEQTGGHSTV
Rpn11 block = Rpn11 (PSMD14) deubiquitinase inhibitors, primary screen, biochemical, fluorescence polarization, uHTS; 26S proteasome non-ATPase regulatory subunit 14 (Homo sapiens), O00487; human 26S proteasome, Ub4-pepOG fluorescence polarization; 20S core pre-blocked with epoxomicin; calls only at 20 µM; 360,000 compounds, 0.59% hits; AID 588493, 2011;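 active = inhibition at 20 µM, scaled to each plate's controls, above about 33%, limit read from the data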
* hit, by the source's call; i = inactive; . = no result given.

no.	SMILES	Rin1 Abl inh	LMPTP block	DNMT1 block	STEP block	Neddylation inh	CSN inh	NadD block	Scp-1 inhibitor	SUMO1-SIM PPI	Rpn11 block
1	CC1(C)CC(NC(=O)C23CCC(C)(C2Br)C3(C)C)CC(C)(C)N1 (configuration not stated)	2	-2.1	-2	0	i	1	-5	-11	2	i
2	CCC(=O)N1CCN(c2ccc(NC(=S)NC(=O)c3cccc([N+](=O)[O-])c3)cc2)CC1	-1	-0.9	-1	2	i	0	0	-2	-16	i
3	Cc1ccc(NC(=S)NCCc2ccc(S(N)(=O)=O)cc2)cc1C	0	0.2	-1	0	i	-6	5	-7	-2	i
4	CC1CCCCN1C(=O)CSc1nc(-c2ccccc2)cc(=O)[nH]1 (configuration not stated)	2	-0.3	9	-1	i	0	5	-1	7	i
5	CCN(CC)S(=O)(=O)c1ccc(S(=O)(=O)N2CCN(C(=O)c3ccco3)CC2)cc1	-2	-0.4	6	-1	i	0	-4	1	1	i
6	CC(C(=O)NN=C(c1ccccc1)c1ccccc1)N1CCOCC1 (configuration not stated)	1	0.3	-1	-5	i	-4	-5	-7	-2	i
7	Cc1cccc(C)c1NC(=O)CSc1nnc(-c2cccnc2)o1	2	-1.7	0	-2	i	0	-4	1	0	i
8	Cn1c(SCc2ccccn2)nnc1-c1cnccn1	-2	-0.2	6	-10	i	1	-2	-8	-1	i

The closing 2 entries of the section before are carried over, then new ones follow:
no.	SMILES	Rin1 Abl inh	LMPTP block	DNMT1 block	STEP block	Neddylation inh	CSN inh	NadD block	Scp-1 inhibitor	SUMO1-SIM PPI	Rpn11 block
7	Cc1cccc(C)c1NC(=O)CSc1nnc(-c2cccnc2)o1	2	-1.7	0	-2	i	0	-4	1	0	i
8	Cn1c(SCc2ccccn2)nnc1-c1cnccn1	-2	-0.2	6	-10	i	1	-2	-8	-1	i
9	O=C(CCNS(=O)(=O)c1ccc(Cl)cc1)NCc1cccnc1	-2	-3.0	-3	-2	i	-2	-6	10	-2	i
10	CCOc1ccc(CC2S/C(=N/N=C/c3ccco3)NC2=O)cc1 (configuration not stated)	-2	2.2	2	2	i	-5	1	0	-1	i
11	COc1nc(OC)nc(N2CCC(C(=O)Nc3cccc4c3CCCC4)CC2)n1	0	-0.2	4	0	i	6	-1	-5	4	i
12	CCN(Cc1nc(-c2ccccc2)no1)C(=O)c1ccc2c(c1)OCO2	2	-0.7	-1	-1	i	-3	-7	-8	-5	i
13	O=C(NC(=S)Nc1c(Cl)ccc2nsnc12)c1ccco1	-3	-0.2	0	-4	i	-6	2	4	-11	i
14	O=C(c1csc2c1CCCC2)N1CCN(c2ncccn2)CC1	1	-2.3	-4	-1	i	-5	-1	16	1	i
15	COCCNc1nc2c(c(=O)n(Cc3cccc(Br)c3)c(=O)n2C)n1C	-1	-0.9	-2	0	i	-4	-3	-6	6	i
16	CN(C(=O)c1cccc(NC(=O)Cc2ccc(NC(=O)C3CCCN(C(=O)C4CCC4)C3)cc2)c1)C1CCCC1 (configuration not stated)	-3	-1.8	0	1	i	0	-1	-8	1	i

no.	SMILES	Rin1 Abl inh	LMPTP block	DNMT1 block	STEP block	Neddylation inh	CSN inh	NadD block	Scp-1 inhibitor	SUMO1-SIM PPI	Rpn11 block
17	CCN(CC)CCN1C(=O)c2ccccc2NC1c1ccccc1F (configuration not stated)	0	0.2	0	3	.	2	5	-5	-3	i
18	CC(=O)Nc1ccccc1NC(=O)c1cc(C)ccc1C	0	-1.5	6	0	i	-2	2	-5	-1	i
19	CC(C)NC(=O)CCS(=O)(=O)c1ccc(Br)s1	0	-1.1	2	6	i	2	-2	-8	9	i
20	COc1cccc(C2C(C(=O)c3ccco3)=C(O)C(=O)N2CCN(C)C)c1OC (configuration not stated)	-3	-1.9	5	1	i	-5	-1	-3	1	i
21	CN(CC(=O)Nc1ccccc1Br)C(=O)CN1CCN(c2ccccc2Cl)CC1	2	0.9	0	-3	i	-3	-3	2	4	i
22	O=C(CN1C(=O)C2CCCCC2C1=O)Nc1cccc([N+](=O)[O-])c1 (configuration not stated)	1	-0.6	2	0	i	-1	-5	5	-23	i
23	[2H]C(CCOS(N)(=O)=O)c1ccccc1 (configuration not stated)	0	0.4	-1	1	i	-3	4	-8	-4	i
24	COc1ccc(NC(=O)Cc2nnc(SCC(=O)Nc3ccccc3)n2C)cc1	1	-1.2	3	-2	i	0	-6	-2	-3	i

3 compounds out of the list, arranged by molar mass, low to high.
no.	SMILES	Rin1 Abl inh	LMPTP block	DNMT1 block	STEP block	Neddylation inh	CSN inh	NadD block	Scp-1 inhibitor	SUMO1-SIM PPI	Rpn11 block
23	[2H]C(CCOS(N)(=O)=O)c1ccccc1 (configuration not stated)	0	0.4	-1	1	i	-3	4	-8	-4	i
9	O=C(CCNS(=O)(=O)c1ccc(Cl)cc1)NCc1cccnc1	-2	-3.0	-3	-2	i	-2	-6	10	-2	i
24	COc1ccc(NC(=O)Cc2nnc(SCC(=O)Nc3ccccc3)n2C)cc1	1	-1.2	3	-2	i	0	-6	-2	-3	i

Following part:
no.	SMILES	Rin1 Abl inh	LMPTP block	DNMT1 block	STEP block	Neddylation inh	CSN inh	NadD block	Scp-1 inhibitor	SUMO1-SIM PPI	Rpn11 block
25	O=C(O)/C=C/C(=O)Nc1cccc2cccnc12	-2	-1.9	4	-2	i	3	-4	-4	-6	i
26	CC(C)Cn1c(-c2csc3c2CCCC3)n[nH]c1=S	0	-2.1	3	-1	i	-4	-3	2	0	i
27	Cc1c(C(=O)c2ccccc2)c2ccccn2c1CCC#N	-1	-1.2	-1	1	i	-2	2	2	-15	i
28	Cn1nccc1C(=O)OCC(=O)Nc1ccccc1	1	-1.0	1	-3	i	-2	1	-4	-1	i
29	Cc1ccc(C)c(S(=O)(=O)N2CCCC2CNC(=O)C(=O)NCc2ccccc2C)c1 (configuration not stated)	-2	1.2	-5	2	i	4	-17	-9	1	i
30	COc1ccc(C(=O)CCNc2ccc(F)cc2)cc1	1	-2.5	2	-3	i	2	4	-7	5	i
31	O=C(NCc1ccc(F)cc1)c1cc2ccccc2o1	-1	0.4	-3	0	i	-2	-5	-5	7	i
32	Cn1c(SCC(=O)N/N=C/c2ccco2)nc2ccccc21	2	1.2	-4	-1	i	-7	-4	-5	0	i

no.	SMILES	Rin1 Abl inh	LMPTP block	DNMT1 block	STEP block	Neddylation inh	CSN inh	NadD block	Scp-1 inhibitor	SUMO1-SIM PPI	Rpn11 block
33	Cc1ccccc1NS(=O)(=O)c1ccc(NC(=O)c2nc3ncccn3n2)cc1	2	0.3	-1	0	i	-2	-4	2	4	i
34	Cc1n[nH]c(=O)nc1NC(C)c1ccccc1 (configuration not stated)	0	-1.8	2	-4	i	-4	6	-4	3	i
35	CCC(NC(=O)c1ccc2nc(Cc3ccc(OC)cc3)oc2c1)c1ccncc1 (configuration not stated)	4	-1.6	-1	2	i	-1	5	2	-2	i
36	COc1ccc(N2CCN(C(=O)c3nn(C)c4c3CS(=O)(=O)c3ccccc3-4)CC2)cc1	0	0.5	0	0	i	-3	4	-7	8	i
37	O=C(NC(Cc1ccccc1)C(=O)O)/C(=C\c1ccco1)NC(=O)c1ccco1 (configuration not stated)	1	0.4	1	-1	i	6	0	1	0	i
38	Nc1nc(-c2cc(-c3ccccc3)no2)cs1	-1	1.8	-8	0	i	1	2	-7	-9	i
39	CCOc1ccc(OCC)c(NC(=O)CN2CCN(c3cc(C)ccc3C)CC2)c1	3	5.8	-5	8	i	0	15	-5	0	i
40	O=C(NC1CCCc2ccccc21)c1ccc(S(=O)(=O)N2CCOCC2)cc1 (configuration not stated)	0	0.2	-1	1	i	-4	5	-3	0	i

3 compounds from above, sorted by the value under DNMT1 block, rising.
| nr | SMILES | Rin1 Abl inh | LMPTP block | DNMT1 block | Neddylation inh | CSN inh | NadD block | Scp-1 inhibitor | SUMO1-SIM PPI | Rpn11 block |
| --- | --- | --- | --- | --- | --- | --- | --- | --- | --- | --- |
| 39 | CCOc1ccc(OCC)c(NC(=O)CN2CCN(c3cc(C)ccc3C)CC2)c1 | 3 | 5.8 | -5 | i | 0 | 15 | -5 | 0 | i |
| 40 | O=C(NC1CCCc2ccccc21)c1ccc(S(=O)(=O)N2CCOCC2)cc1 (configuration not stated) | 0 | 0.2 | -1 | i | -4 | 5 | -3 | 0 | i |
| 37 | O=C(NC(Cc1ccccc1)C(=O)O)/C(=C\c1ccco1)NC(=O)c1ccco1 (configuration not stated) | 1 | 0.4 | 1 | i | 6 | 0 | 1 | 0 | i |

Next section.
no.	SMILES	Rin1 Abl inh	LMPTP block	DNMT1 block	STEP block	Neddylation inh	CSN inh	NadD block	Scp-1 inhibitor	SUMO1-SIM PPI	Rpn11 block
41	CC1CCCCN1Cc1c(C#N)c2ccccc2n1C (configuration not stated)	4	-2.3	-4	7	i	4	3	-3	-4	i
42	CCN(CC)C(=O)C1CCN(CC2CC=CCC2)CC1 (configuration not stated)	-1	-0.3	-2	3	i	-5	2	20	-3	i
43	CN(C)c1nc(Oc2ccc(C(=O)OCC(=O)Nc3ccccc3)cc2)nc(N(C)C)n1	4	2.0	-6	0	i	5	-1	-4	2	i
44	C=CCn1c(COc2ccccc2)nnc1SCC(=O)N/N=C/c1ccc(C)cc1	-1	0.5	-1	2	i	1	9	0	-3	i
45	COc1ccc([N+](=O)[O-])cc1NC(=O)Cn1ccsc1=N	-2	1.3	0	-1	i	-5	7	0	-16	i
46	OC(c1cccc(Cl)c1)c1nc(-c2ccoc2)cs1 (configuration not stated)	-1	-0.4	-15	-2	i	5	-4	.	-3	i
47	COc1ccc(N(CC(=O)Nc2ccccc2F)S(=O)(=O)c2ccc(OC)c(OC)c2)cc1	-1	-0.7	-5	0	i	1	-10	-6	0	i
48	CC(=O)c1cc(CN2CCC(n3nccc3NC(=O)c3ccccc3Cl)CC2)cs1	-3	-1.0	-1	-2	i	-3	0	-2	2	i
49	CC1(C(=O)NS(=O)(=O)Cc2cccc(Cl)c2)CCN1C(=O)Cc1ccccc1 (configuration not stated)	-4	-1.8	0	2	i	1	4	.	3	i
50	Cc1cc(C)c2nc(NNC(=O)c3ccc(S(=O)(=O)N4CC(C)CC(C)C4)cc3)sc2c1 (configuration not stated)	2	2.1	-28	3	i	3	34*	-1	2	i

Values by screen from the entries so far.
Nos. 29 to 35 in Scp-1 inhibitor read -9, -7, -5, -5, 2, -4, 2
